TTR transcr act: activators of transthyretin transcription. hit rate 1.3% among 92,000. AID 1117267. SH-SY5Y TTR promoter Gaussia luciferase, luminescence; 100% = recombinant luciferase protein wells. activation, % at 16.7 µM;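 active = activation above the mean of all tested compounds plus 3 SD, cut at about 9.5% in these data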;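 also: cells exposed to compounds for one day before reading; 0% = median of all test compound wells on the plate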
Starred values were filed as active, the others as inactive. This is a subset, so the mix of outcomes need not match the whole.

Cc1nc(Cc2nnc(SCC(=O)N3CCN(c4ccc(O)cc4)CC3)o2)cs1 was read as TTR transcr act 0.6.
For COc1ccc(-c2ccccc2)cc1NC(=O)c1ccncc1 the results were TTR transcr act -0.9.
Screening CC(=O)c1sccc1NC(=O)c1ccccc1C(=O)O returned TTR transcr act 1.0.
O=C1CCCN1CCCNc1ncnc2c1cnn2-c1ccc(Cl)cc1 was read as TTR transcr act 1.8.
For COc1ccccc1OC(C)C(=O)Nc1ccc2c(c1)n(C)c(=O)n2C (configuration not stated) the results were TTR transcr act -1.3.
COc1ccc(OC)c(NC(=O)NC2CCCCCCC2)c1 was read as TTR transcr act 0.7.
For CCOC(=O)N1CCC(NC(=O)CSCc2nc(-c3ccccc3Cl)oc2C)CC1 the results were TTR transcr act -1.3.
Screening O=C(NN(C(=O)c1ccccc1)c1cccs1)c1ccccc1 returned TTR transcr act 0.2.
For S=c1[nH]nc(COc2ccccc2)n1/N=C/C=C/c1ccccc1 the results were TTR transcr act 19.5*.
Cc1ccc(NC(=O)CC(=O)c2ccc([N+](=O)[O-])cc2)cc1S(=O)(=O)Nc1cccc(Cl)c1 was read as TTR transcr act -2.0.
For C1CCC(Nc2nc3nonc3nc2N2CCSCC2)C1 the results were TTR transcr act -0.3.
`CCn1c2ccccc2c2cc(NC(=O)c3cccc([N+](=O)[O-])c3C)ccc21` gave TTR transcr act -2.6.
O=C(O)CC(=O)NC12CC3CC(CC(C3)C1)C2 was read as TTR transcr act 0.8.
Screening COc1ccc(-c2nc(-c3cccs3)no2)cc1 returned TTR transcr act 0.2.
Screening COC(=O)C1CN(CCc2ccccc2)CCS(=O)(=O)N1Cc1ccccc1F (configuration not stated) returned TTR transcr act 2.9.
CC(=O)Nc1ccc2c(c1)ncn2-c1ccccc1 was read as TTR transcr act 1.4.
For O=C(CSc1ccccc1)Nc1ccc(C(=O)Nc2cccc(O)c2)cc1 the results were TTR transcr act 0.3.
CC(C)N=C1CC(C)(C)CC(=O)/C1=C(/O)CCCN1C(=O)c2ccccc2C1=O was read as TTR transcr act -1.6.
Screening C/C(=N\Nc1ccc([N+](=O)[O-])cc1)c1cc2ccccc2o1 returned TTR transcr act -1.3.
`c1ccc2c(c1)nnn2CNc1nccs1` gave TTR transcr act -0.5.

Sorted by heavy-atom count (ascending): four of the compounds above.
`c1ccc2c(c1)nnn2CNc1nccs1` gave TTR transcr act -0.5.
For O=C(CSc1ccccc1)Nc1ccc(C(=O)Nc2cccc(O)c2)cc1 the results were TTR transcr act 0.3.
`CCn1c2ccccc2c2cc(NC(=O)c3cccc([N+](=O)[O-])c3C)ccc21` gave TTR transcr act -2.6.
CC(C)N=C1CC(C)(C)CC(=O)/C1=C(/O)CCCN1C(=O)c2ccccc2C1=O was read as TTR transcr act -1.6.

(continued)
For CCCCCCC(=O)N(O)C1CC(=O)N(c2ccc(F)cc2)C1=O (configuration not stated) the results were TTR transcr act 0.6.
`CC1CCCCC12NC(=O)N(CC(=O)Nc1sc3c(c1C(N)=O)CCC3)C2=O` (configuration not stated) gave TTR transcr act 0.9.
Screening O=C(N[C@H]1C/C=C\C[C@H](CC(=O)N(CCO)Cc2ccccc2)C(=O)N[C@H](Cc2c[nH]c3ccccc23)COC1=O)OCC1c2ccccc2-c2ccccc21 returned TTR transcr act -0.9.
O=C(NCCOc1ccccc1)C1=CC=CN2CCS(=O)(=O)N=C12 was read as TTR transcr act -1.7.
For c1ccc(CNc2ncnc3sc4c(c23)CCC4)nc1 the results were TTR transcr act 0.5.
`O=C(CN1C(=O)c2ccccc2C1=O)NCc1ccc(N2CCOCC2)cc1` gave TTR transcr act 0.5.
Screening CCC1(C)COC(c2ccc3c(c2)OCO3)OC1 (configuration not stated) returned TTR transcr act 3.8.
For COc1ccc(C(=S)N2CCCC2)cc1OC the results were TTR transcr act 7.8.
For COCC1CCCCN1C(=O)c1cc(COc2ccc(C)c(C)c2)on1 (configuration not stated) the results were TTR transcr act -0.2.
CC(C)c1ccc(NS(=O)(=O)c2ccc(N3C(=O)CCC3=O)cc2)cc1 was read as TTR transcr act 6.0.
Screening Cc1ccc(C)c(-n2c(-c3csc(C)c3)n[nH]c2=S)c1 returned TTR transcr act 4.2.
For Cc1ccc(CN2CCN(/N=C/c3cc(Br)ccc3O)CC2)cc1 the results were TTR transcr act 5.0.
For CC1(C(=O)NNC(=O)C2CCCCC2)CC1(Cl)Cl (configuration not stated) the results were TTR transcr act 2.1.
For Cc1ccc(C)c2[nH]c(=O)c(CCNC(=O)c3ccc(S(=O)(=O)N4CCCC4)cc3)cc12 the results were TTR transcr act -1.6.
CC1(C)CC(=O)C(C(O)c2ccccc2)C(C)(C)N1 (configuration not stated) was read as TTR transcr act 0.0.
For COc1ccc(CNC(=O)C(c2ccc(C)o2)N(Cc2cccs2)C(=O)Cc2cccs2)cc1 (configuration not stated) the results were TTR transcr act -0.4.
For N/C(Cc1cccc2ccccc12)=N\OC(=O)Cc1cccs1 the results were TTR transcr act -0.6.
For CC(=O)C(Sc1nccc(-c2cccs2)n1)C(C)=O the results were TTR transcr act 0.7.
For O=C(NC1CCCC1)c1cc(-c2ccccc2)nc2ccccc12 the results were TTR transcr act -0.9.
Screening Cc1ccc(NC(=O)CSc2ccc(C(N)=O)cc2[N+](=O)[O-])cc1 returned TTR transcr act -1.7.
NC(=O)c1c(NC(=O)CN2C(=O)NC(Cc3ccccc3)C2=O)sc2c1CCC2 (configuration not stated) was read as TTR transcr act -0.4.
N#C/C(=C(/O)c1ccc(C(=O)c2ccccc2)cc1)c1nc2ccccc2[nH]1 was read as TTR transcr act 3.6.
N#C/C(=C(/O)COC(=O)CSc1ccc2ccccc2c1)c1nc2ccccc2[nH]1 was read as TTR transcr act -4.8.
For O=C(Nc1cccnc1)C1CCN(S(=O)(=O)c2cccc3nonc23)CC1 the results were TTR transcr act 0.1.
For O=C(c1ccc(S(=O)(=O)N2CCCC2)cc1)N1CCCCCC1 the results were TTR transcr act 1.3.
O=C(NCCc1ccccc1)c1ccccc1[N+](=O)[O-] was read as TTR transcr act 1.1.
Cc1cc(Nc2nnnn2-c2ccccc2)n(-c2ccccc2)n1 was read as TTR transcr act -2.0.
`COc1cc(=O)[nH]c(=O)n1C(=O)Cc1ccccc1` gave TTR transcr act -0.3.
`CCCS(=O)(=O)N1CCc2cc(OC)c(OC)cc2C1` gave TTR transcr act 1.6.
`COc1ccc(NC(=O)c2cccnc2)cc1OCC(C)C` gave TTR transcr act -0.2.
`CCOC(=O)[C@@]12CCC3=C1N(CCC3)C(=O)[C@H](CC(=O)N1CCCCC1)C2` gave TTR transcr act 0.3.
Cn1ccc2c(-c3ccc4c(c3)OCCO4)cc3c(c21)C1CCC3O1 (configuration not stated) was read as TTR transcr act 0.1.
`COC(=O)C1NC(=O)N2C(C(=O)OC)C(C)(C)S[C@H]12` (some centres not stated) gave TTR transcr act 0.2.
O=C(CSc1nnc(C2CC2)n1Cc1ccccc1)c1ccc(S(=O)(=O)N2CCOCC2)cc1 was read as TTR transcr act 3.0.
Screening CCC1CCCCN1C(=O)c1sc2nc(C)nc(N(CC)CC)c2c1C (configuration not stated) returned TTR transcr act 1.0.
For CCCc1cc2c(cc1N(C)S(=O)(=O)c1ccccc1)OCO2 the results were TTR transcr act -1.7.
Screening COc1ccc(NC(=O)C[C@H]2C(=O)N(CCc3ccccc3)C[C@@H]2C)cc1 returned TTR transcr act -0.1.
CN1CCC(=O)N(CCOc2ccccc2)CC1 was read as TTR transcr act -2.5.
Screening CCN(C[C@H]1N[C@@](Cc2ccccc2)(C(=O)OC)[C@H]2C(=O)N(Cc3ccccc3)C(=O)[C@@H]12)C(=O)C1CCCCC1 returned TTR transcr act 0.0.
CN(C)N1C(=O)CC(N2CCCCC2)C1=O (configuration not stated) was read as TTR transcr act -1.6.

Structural class, those above with a nitro group on carbon (five)
Cc1ccc(NC(=O)CC(=O)c2ccc([N+](=O)[O-])cc2)cc1S(=O)(=O)Nc1cccc(Cl)c1 was read as TTR transcr act -2.0.
`CCn1c2ccccc2c2cc(NC(=O)c3cccc([N+](=O)[O-])c3C)ccc21` gave TTR transcr act -2.6.
Screening C/C(=N\Nc1ccc([N+](=O)[O-])cc1)c1cc2ccccc2o1 returned TTR transcr act -1.3.
Screening Cc1ccc(NC(=O)CSc2ccc(C(N)=O)cc2[N+](=O)[O-])cc1 returned TTR transcr act -1.7.
O=C(NCCc1ccccc1)c1ccccc1[N+](=O)[O-] was read as TTR transcr act 1.1.

Remaining list, next part.
C=CCn1c(-c2cccc(OC)c2)n[nH]c1=S was read as TTR transcr act -0.6.
For CCOC(=O)C1=NN(c2ccccc2)C(c2ccccc2)CC1=O (configuration not stated) the results were TTR transcr act -1.3.
For CC(C)Cn1c(N2CCN(C(=O)/C=C/c3ccccc3)CC2)nc2ccccc21 the results were TTR transcr act -2.8.
Screening Cn1c(N)c(C(=O)COC(=O)C2CCC(C(C)(C)C)CC2)c(=O)n(C)c1=O (configuration not stated) returned TTR transcr act -1.9.
Screening CSc1ccccc1NC(=O)CN(C)CC(=O)Nc1ccc(S(=O)(=O)N2CCCC2)cc1 returned TTR transcr act -1.4.
`COC(=O)CSc1nc2ccccc2c(=O)n1C` gave TTR transcr act 1.8.
O=C(NCCc1ccccc1)c1ccc(NC(=O)C2CCC2)cc1 was read as TTR transcr act -1.6.
`CSCCC(NC(=O)c1ccccc1)C(=O)OCC(=O)Nc1ccc(C)c(Cl)c1` (configuration not stated) gave TTR transcr act -0.6.
COc1ccccc1-n1ccnc1SCC(=O)NC1CCCC1 was read as TTR transcr act -1.3.
`COc1ccccc1NC(=S)NCCc1ccc(Cl)cc1` gave TTR transcr act 0.1.
O=S(=O)(Cc1ccccc1)N(O)c1ccccc1 was read as TTR transcr act 1.3.
O=C1NC[C@H](Cc2ccc(O)cc2)N(C[C@@H]2CCCN2C[C@H](Cc2ccccc2)N2C[C@H](Cc3ccc(O)cc3)N(CCc3ccccc3)C(=O)C2=O)C1=O was read as TTR transcr act -1.3.
Screening COc1cccc(C(=O)NC2=NCCS2)c1 returned TTR transcr act 1.1.
For Cn1cc(Br)c(C(=O)NC(=S)Nc2ccc(S(N)(=O)=O)cc2)n1 the results were TTR transcr act 0.9.
CC(C)OC(=O)Nc1ccc(Oc2c(F)c(F)c(F)c(F)c2F)cc1 was read as TTR transcr act 0.6.
`Cc1ccc(-c2cc3nc(NCCc4ccncc4)n(C)c(=O)c3s2)cc1` gave TTR transcr act -1.8.
CCCc1nc(N2CCCC2)c(C#N)c2c1CCCC2 was read as TTR transcr act -0.9.
For CC(NC(=O)CCCCCCN1C(=O)c2ccccc2C1=O)c1ccc2c(c1)CCCC2 (configuration not stated) the results were TTR transcr act -0.1.
Screening C[C@@]12C(=O)N(CC3CCCO3)CC(=O)N1[C@H]1c3cc(Cl)ccc3OC[C@@H]1[C@@H]2c1ccccc1 (some centres not stated) returned TTR transcr act -1.4.
For CSc1ccc(NC(=O)Nc2cccn(Cc3ccccc3F)c2=O)cc1 the results were TTR transcr act -4.0.

Of the compounds above, two contain a COOH group:
Screening CC(=O)c1sccc1NC(=O)c1ccccc1C(=O)O returned TTR transcr act 1.0.
O=C(O)CC(=O)NC12CC3CC(CC(C3)C1)C2 was read as TTR transcr act 0.8.

More entries follow:
For CCNC(=S)N(Cc1ccco1)Cc1cc2cc(OCC)ccc2[nH]c1=O the results were TTR transcr act -1.0.
Fc1cccc(-c2cc3nc4c(c(NCc5ccco5)n3n2)CCCC4)c1 was read as TTR transcr act 0.2.
For N/C(=N\OC(=O)c1ccc(OCC(F)(F)F)nc1)c1ccc(Cl)cc1 the results were TTR transcr act 1.5.
`CCOc1ccc(NC(=O)NC(=O)N(C)S(=O)(=O)c2ccc(C)cc2)cc1` gave TTR transcr act 4.3.
C=C(C)c1cccc(C(C)(C)NC(=O)NC2CCN(Cc3ccccc3)CC2)c1 was read as TTR transcr act 0.2.
O=C(CC1C(=O)NCCN1CC1CCCCC1)NCCc1ccc(F)cc1 (configuration not stated) was read as TTR transcr act 0.3.
CCOP(=O)(OCC)C(Nc1cccc(C(F)(F)F)c1)c1ccc(F)cc1 (configuration not stated) was read as TTR transcr act -0.4.
`CCCC(=O)Nc1nc2ccc(NC(=O)c3c(F)c(F)c(OC)c(F)c3F)cc2s1` gave TTR transcr act -2.9.
Screening C[C@H]1CN(S(=O)C(C)(C)C)[C@H](CCO)/C1=C\CCO (some centres not stated) returned TTR transcr act 0.0.
O=C(c1ccccc1)n1ccc2ccc(-c3ccc4ccn(C(=O)c5ccccc5)c4c3)cc21 was read as TTR transcr act 2.8.
Screening CCCN(CC1CC1)S(=O)(=O)c1ccc(-n2cnnn2)c(OC)c1 returned TTR transcr act 1.6.
`CC(=O)Nc1ccc(-c2ccnc3c2CC(C(=O)NCCc2ccccc2)O3)cc1` (configuration not stated) gave TTR transcr act -1.3.
For Cc1ccc(S(=O)(=O)CCOC(=O)CNC(=O)OCc2ccccc2)cc1 the results were TTR transcr act -1.1.
For CC1(C)CC(=O)C(Sc2ccccc2[N+](=O)[O-])=C(O)C1 the results were TTR transcr act 0.5.
`CN1CCN(S(=O)(=O)c2ccc(N(C)Cc3cccc(F)c3)nc2)CC1` gave TTR transcr act -1.4.
Screening C=CCn1c(SCc2ccc(Cl)c(Cl)c2)nnc1C(CO)NC(=O)c1ccc(OC)cc1 (configuration not stated) returned TTR transcr act -1.7.
For COc1ccc(C(=O)N/N=C/c2ccc(OC(=O)c3cccc4ccccc34)c([N+](=O)[O-])c2)cc1 the results were TTR transcr act -2.5.
COc1ccc2c(c1)CCC1C2=NN(/C(C)=C\C(C)=O)C1c1ccc(F)cc1 (configuration not stated) was read as TTR transcr act -0.7.
`O=C(CN1CCN(C(=O)c2cccc(S(=O)(=O)N3CCCC3)c2)CC1)Nc1cccc(F)c1` gave TTR transcr act 1.2.
Cc1onc(-c2c(F)cccc2Cl)c1C(=O)NC1CCSC1=O (configuration not stated) was read as TTR transcr act -0.5.
Cc1cc(C)n(-c2nc(SCC(=O)O)c3c4c(sc3n2)COC(C)(C)C4)n1 was read as TTR transcr act -0.7.
Cc1ccc(C)c(Nc2nc3ccccc3[nH]2)c1 was read as TTR transcr act -0.9.

Looked up by structure from the list above, two records:
Screening CCCN(CC1CC1)S(=O)(=O)c1ccc(-n2cnnn2)c(OC)c1 returned TTR transcr act 1.6.
Cc1ccc(C)c(Nc2nc3ccccc3[nH]2)c1 was read as TTR transcr act -0.9.

Source: PubChem BioAssay (The Scripps Research Institute Molecular Screening Center)
